Screening data from PubChem.
E-sel inducer: E-selectin induction on HUVECs; HUVEC E-selectin immunofluorescence imaging; normalized: neutral wells 0, TNF-alpha wells 100; 260,000 tested, 0.37% active; activation, % at 7.58 µM; P16581;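 active = mean E-selectin-positive cell signal at least 10% of the positive control, reached in at least 60% of replicates, without over 20% cell loss; inconclusive = no rule given, readout overlaps actives, possibly toxicity-flagged; inactive = the rest, including those meeting only one limit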;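 also: in these data hits start at about 27%; measured in HUVEC primary endothelial cells; signal is the percent of cells scored E-selectin positive by PE staining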
Target sequence (P16581 whole entry, looked up): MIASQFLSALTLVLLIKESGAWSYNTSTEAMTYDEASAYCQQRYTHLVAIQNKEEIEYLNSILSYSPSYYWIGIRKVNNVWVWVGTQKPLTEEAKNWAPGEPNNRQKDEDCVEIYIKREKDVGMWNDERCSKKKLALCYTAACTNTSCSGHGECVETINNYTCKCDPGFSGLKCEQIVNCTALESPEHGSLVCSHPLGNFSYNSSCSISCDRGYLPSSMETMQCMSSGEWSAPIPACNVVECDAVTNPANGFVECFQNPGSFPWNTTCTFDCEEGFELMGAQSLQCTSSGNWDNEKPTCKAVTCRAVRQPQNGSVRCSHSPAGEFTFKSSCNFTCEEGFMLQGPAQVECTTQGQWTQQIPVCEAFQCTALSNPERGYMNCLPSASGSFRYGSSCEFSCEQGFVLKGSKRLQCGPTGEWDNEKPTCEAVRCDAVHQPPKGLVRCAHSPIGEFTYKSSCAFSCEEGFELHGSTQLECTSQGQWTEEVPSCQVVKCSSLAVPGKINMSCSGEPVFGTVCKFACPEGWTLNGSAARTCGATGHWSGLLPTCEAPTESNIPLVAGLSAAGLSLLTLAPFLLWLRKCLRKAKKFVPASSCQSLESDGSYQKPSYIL
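Material: HUVEC primary endothelial cells; Amount: 3,000 cells per well; Dosing: single concentration; Medium: EGM-2 growth medium on 0.1% gelatin-coated wells; Read-out basis: percent E-selectin-positive cells; Signal: immunofluorescence imaging; Control set: TNF-alpha, DMSO.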
Cneo AK release: Cryptococcus neoformans lysis via adenylate kinase release; C. neoformans lysis, adenylate kinase release luminescence, 4 h; normalised: neutral wells 0, clomiphene wells 100; lysis activity, % at 15 µM; 360,000 tested, 0.2% active;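 active = mean lysis activity across replicates of at least 80%, whatever share of replicates individually reach that level; inactive = mean lysis activity below 80%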
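Schedule: static 4 h at 37 °C with compound, 1 h detection; system: C. neoformans cells; benchmarks: Clomiphene as positive control; buffer or medium: fresh YPD medium; measure: luminescence rise reflecting yeast cell lysis; measured by: luminescent adenylate kinase detection reagent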
RAD54 inh: RAD54 (human) branch migration inhibition; AID 602329; inhibition, % at 10.4 µM; 360,000 tested, 0.14% active; RAD54 Holliday junction branch migration, FAM/BHQ fluorescence; Q92698;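 active = mean normalized replicate activity at least 40 and at least half of replicates scoring 40 or more; inconclusive = only one of the two criteria met; inactive = mean below 40 and under half of replicates reaching 40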;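 also: 0% = median of neutral control wells and 100% = median of positive control wells; inhibitors cause a drop in the FAM fluorescence signal; in these data hits start at about 50%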
PglD DTNB: inhibitors of Campylobacter jejuni PglD acetyltransferase; purified PglD enzyme, DTNB colorimetric CoA detection; 360,000 tested, 0.098% active; inhibition, % at 12.5 µM; in the data active = inhibition above about 16%, passing the limit was not always enough; inconclusive = no clear call, values can overlap the other calls; also: strong numbers were not always called active
miR-122 sensor: blocks miR-122 activity in Huh7 sensor cells; activation (reporter increase), % at 12.5 µM; Huh7 miR-122 Renilla luciferase sensor, 48 h; neutral wells = 0, positive control = 100; 340,000 tested, 0.3% active;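 active = mean replicate activation score at least 90 and every replicate individually at or above 90; inconclusive = only one of the two criteria met; inactive = neither criterion met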;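 also: higher luciferase means less miR-122 activity so hits act as miR-122 inhibitors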
ERAP1 HTS inh: blocks human ERAP1 aminopeptidase activity; Q9NZ08; 340,000 tested, 0.15% active; inhibition, % at 10.7 µM; recombinant ERAP1, Leu-AMC fluorescence, 60 min;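 active = mean replicate inhibition of at least 30%, or all replicates individually reaching that 30% level; inactive = mean below 30% and not every replicate reaching it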;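 also: 0% = neutral control wells and 100% = L-leucinethiol positive control wells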
PGC1a acetyl inh: PGC1a acetylation modulation, inhibitor mode; 350,000 tested, 0.17% active; inhibition, % at 15.6 µM; AID 651687; U2OS PGC1a acetylation, AlphaScreen anti-acetyl-lysine; with virally co-expressed GCN5 acetyltransferase;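 active = every replicate shows inhibition of at least 40%; inconclusive = mean inhibition at least 40% but some replicate below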;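 also: 0% = neutral control wells and 100% = positive control wells; some results beyond the cut were filed as inactive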
RAD52 inh: blocks human RAD52 DNA annealing. AID 651710. inhibition, % at 18.7 µM. P43351. recombinant RAD52 DNA annealing, FRET fluorescence. 360,000 tested, 0.46% active;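 active = every replicate showing at least 50% inhibition; inconclusive = mean inhibition at least 50% but not in every replicate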
Target sequence (P43351 whole entry, looked up): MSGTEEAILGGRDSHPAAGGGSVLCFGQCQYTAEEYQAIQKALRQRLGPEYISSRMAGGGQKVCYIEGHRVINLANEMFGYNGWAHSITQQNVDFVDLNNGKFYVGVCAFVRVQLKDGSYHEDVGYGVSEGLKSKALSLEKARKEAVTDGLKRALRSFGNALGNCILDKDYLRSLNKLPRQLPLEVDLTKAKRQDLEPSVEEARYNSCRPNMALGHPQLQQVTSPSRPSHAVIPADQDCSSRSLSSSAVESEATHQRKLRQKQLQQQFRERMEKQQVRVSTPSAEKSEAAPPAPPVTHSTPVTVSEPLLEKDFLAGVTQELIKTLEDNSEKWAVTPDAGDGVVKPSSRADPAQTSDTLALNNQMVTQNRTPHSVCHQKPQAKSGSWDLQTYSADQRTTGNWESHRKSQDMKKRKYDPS
Starred values were filed as active, the others as inactive; ? = inconclusive; / = no result given; [ ] = remark or other dose.

SMILES,RAD52 inh,miR-122 sensor,ERAP1 HTS inh,Cneo AK release,PGC1a acetyl inh,PglD DTNB,E-sel inducer,RAD54 inh
C[C@@H]1CN([C@H](C)CO)C(=O)c2cc(NC(=O)CCCN(C)C)ccc2O[C@@H]1CN(C)Cc1ccc(-c2ccccc2)cc1,24,4[16.7 µM],-1,3,2,-3,-7.4,14
COc1ccc(C(=O)N(C(C)C)C(C)C)c(OC)c1,/,1,/,-3,-6,5,0.8,-7
COC(=O)c1c(NC(=O)C(=O)NCC2CCCO2)sc2c1CC(C)(C)OC2 (stereo not drawn),9,/,5,1,/,-4,/,3
O=C(NC(=S)Nc1cccc([N+](=O)[O-])c1)c1ccccc1,-6,-4,0,0,7,1,1.0,-2
CC(C)C(=O)NC(NC(=O)C(C)C)c1ccc([N+](=O)[O-])cc1,-7,1,2,0,5,-1,?,5
CO[C@@H]1CN(C)C(=O)c2cc(NS(=O)(=O)c3cn(C)cn3)ccc2OC[C@@H](C)NC[C@H]1C,-5,5[16.7 µM],0,1,8,5,0.0,-19
COC(=O)C[C@H]1CC[C@@H]2[C@H](COC[C@H](O)CN2C(=O)Nc2cccc(F)c2)O1,2,2[16.7 µM],2,-5,2,1,-0.1,2
Cc1nc(SCC(=O)c2c(N)n(C3CC3)c(=O)[nH]c2=O)[nH]c(=O)c1CCO,-14,-2,-2,3,5,-2,-0.1,6
CCc1cc2c(NC(Cc3ccccc3)C(=O)O)nc(C)nc2s1 (stereo not drawn),-11,-6,0,0,-1,-1,/,-8
CCCC#Cc1ccc2c(c1)O[C@@H](CN(C)S(=O)(=O)c1cccc(F)c1)[C@@H](C)CN([C@H](C)CO)S2(=O)=O,1,62[16.7 µM],0,45,10,-1,-0.2,5
CC(=O)NC1(c2cccc(F)c2)CCN(C(=O)Nc2ccc(C#N)cc2)CC1,/,-1,/,2,-7,-3,/,0
Cc1cc(C(=O)Nc2cc(C(F)(F)F)ccc2N2CCOCC2)no1,-11,/,1,2,-13,-3,0.8,-22
COc1ccc(Cl)cc1NC(=O)C(C)Sc1nncn1C (stereo not drawn),/,-7,/,-2,4,0,/,-1
CC1(C)CC(=O)C=C(c2ccc(F)cc2OCc2ccccc2)C1,-1,3,-5,2,-51,-2,-0.2,1
O=C(COc1ccc(F)cc1)Nc1cc(Cl)ccc1-n1cncn1,2,1,4,2,/,-1,/,7
COc1ccc(C(=O)OCC(=O)Nc2sccc2C(N)=O)cc1OC,-26,2,0,4,3,3,4.5,1
CCCCCOC(=O)C1=C(C)N(C)C(=O)NC1c1cc(Br)c(O)c(OC)c1 (stereo not drawn),/,-5,/,0,13,3,/,-5
CCSc1nc(=S)n(CC)c(C)c1C(C)=O,/,-12,/,0,/,6,/,4
CN1CCN(C(=O)CCCN2C(=O)/C(=C/c3cccc(Br)c3)SC2=S)CC1,-5,7,12,1,/,-3,/,-7
COC(=O)c1c(NC(C)=O)sc(Cc2ccccc2)c1C,/,153*,/,0,-6,-1,/,-2
CC1CCCN(C(=O)CNC(=O)c2sc3ccccc3c2Cl)C1 (stereo not drawn),-1,-5,0,2,/,0,0.0,-4
CCC(=O)N(C)C[C@H]1Oc2ncc(-c3ccccc3F)cc2C(=O)N([C@H](C)CO)C[C@@H]1C,-2,12[16.7 µM],0,0,-5,-5,-0.2,0
COc1ccc(NC(=O)N(C)C[C@@H]2Oc3ccc(NC(=O)Nc4c(C)noc4C)cc3C(=O)N([C@@H](C)CO)C[C@@H]2C)cc1,/,1[16.7 µM],/,-1,1,3,1.7,10
COc1ccccc1NC(=O)N1CCCCN2[C@@H](CO)[C@@H](c3ccc(-c4cccc(F)c4)cc3)[C@@H]2C1,15,-26[16.7 µM],1,56,-21,3,-0.5,-2
COc1ccc(S(=O)(=O)N2CCCCC2)cc1NC(=O)c1ccco1,-22,3,1,-1,-1,-3,-0.1,-12
CSc1ncc(CN2CCCC(C(=O)Nc3ccc(-c4ccco4)cc3)C2)cn1 (stereo not drawn),-57,-5,-6,0,13,-8,/,-10
S=c1[nH]nc(COc2ccccc2)n1-c1ccccc1,-9,-4,-1,0,-5,/,/,-12
COc1ccc(-c2nn(-c3ccccc3)cc2C(=O)N(C)CC(=O)Nc2ccccc2Br)cc1,-9,/,1,-1,/,-3,1.3,6
Cc1noc(C)c1-c1ccc(C(=O)NCCN2CCOCC2)c2occc12,-6,-3,4,-1,-12,-3,-0.4,7
CC(=O)c1ccc(N2CCN(C(=S)NCc3ccco3)CC2)cc1,-39,-1,/,0,/,7,-1.8,-13
Cc1nc(S(=O)(=O)N[C@H]2CCN(Cc3ccc(OCCO)cc3)C2)cn1C,-3,/,1,-5,/,0,/,-5
Cc1cc(C(F)(F)F)nc(SCC(=O)Nc2cc(C)on2)n1,/,1,/,2,/,2,/,-2
COc1ccc(NS(=O)(=O)c2ccc3c(c2)N(C(C)=O)CCO3)cc1,-6,46,-3,-2,17,-7,6.9,2
CC1CCN(C(C(=O)NC2CCCCC2)c2cc3c(cc2[N+](=O)[O-])OCO3)CC1 (stereo not drawn),-13,-4,1,-2,47,0,/,9
CC(Oc1ccc2ccc(=O)oc2c1)C(=O)NC(Cc1c[nH]c2ccc(O)cc12)C(=O)O (stereo not drawn),-6,15,2,-3,-3,1,/,-7
COCC(=O)N(C)C[C@@H]1Oc2ncc(C#C[C@@H](C)O)cc2C(=O)N([C@H](C)CO)C[C@@H]1C,-10,8[16.7 µM],-2,1,-1,2,-0.8,-2
O=C(CSc1ncn[nH]1)Nc1ccc(Cl)c(Cl)c1,/,-8,/,-1,-10,-1,/,-4
Cc1cc(Cl)nc(Cl)c1C(=O)N1CCOCC1,-6,0,-3,3,6,1,4.1,3
COc1cc(C(=O)NC(C)CCc2ccccc2)cc(OC)c1OC (stereo not drawn),-4,-2,1,1,-9,4,0.5,2
Cc1cc(Oc2ccccc2)nc(-c2ccccc2)n1,/,-5,/,0,0,-11,/,-6
NS(=O)(=O)c1ccc(NCc2ccccc2OCc2ccccc2F)cc1,-22,-4,-2,-4,-5,-2,/,-9
O=C(COc1coc(CN2CCN(c3ccccc3F)CC2)cc1=O)NC1CCCCC1,-10,-4,-1,0,-2,/,-0.2,8
Cc1ccccc1C(=O)N1CCN(c2ccc([N+](=O)[O-])c(NCc3cccnc3)c2)CC1,/,-2,/,2,/,-14,1.7,-12
CCOc1cc(S(=O)(=O)N2CCN=C2Cc2ccccc2)ccc1F,-2,8,-2,0,-10,3,-0.2,4
CC(NC(=O)CNC(=O)c1cccs1)c1cccc(C(F)(F)F)c1 (stereo not drawn),-2,-1,-3,0,-2,9,/,-18
CCCC#Cc1ccc2c(c1)[C@H]1[C@H](CCN1S(=O)(=O)c1ccc(F)cc1)[C@H](CO)N2C,-22,6[16.7 µM],0,0,-14,-3,-0.2,12
COC(=O)c1ccc(NC(=O)c2ccccc2CC[N+](=O)[O-])cc1,-14,-2,-3,1,2,0,-1.2,-2
C[C@H](CO)N1C[C@H](C)[C@@H](CN(C)Cc2ccc(C(=O)O)cc2)Oc2ncc(-c3ccc(F)cc3)cc2C1=O,2,-4[16.7 µM],-1,-4,3,2,0.0,6
O=C(Nc1ccccc1F)N[C@@H]1CC[C@H](CCNC(=O)C2CCC2)O[C@@H]1CO,1,/,0,-4,6,0,0.8,-6
O=[N+]([O-])c1cccc(C(=S)N2CCCC2)c1,-6,3,8,/,-5,/,/,/
Cc1c(C(=O)N(C)Cc2nc3ccccc3c(=O)[nH]2)oc2ccccc12,-26,2,-2,2,-5,-4,0.4,-4
Cc1ccc(S(=O)(=O)Nc2cc(C)cn(Cc3ccccc3)c2=O)cc1,-90,/,-4,5,/,-7,/,-13
COc1ccc(C(=O)Nc2ccc3c(c2)C(=O)N(C)C[C@@H](OC)[C@@H](C)CN(C)[C@H](C)CO3)cc1,-3,/,4,0,1,0,1.8,8
O=C(NCc1ccc(F)cc1)[C@H]1[C@H](CO)[C@H]2Cn3c(cccc3=O)[C@@H]1N2C(=O)C1CC1,1,/,2,/,-4,/,-0.4,/
COc1ccc(S(=O)(=O)N(C)C[C@H]2OCc3ccccc3-c3ccccc3C(=O)N([C@H](C)CO)C[C@H]2C)cc1,1,/,1,-3,2,1,0.1,-2
O=C(NNC1CC(=O)N(c2ccc(Br)cc2)C1=O)c1ccccn1 (stereo not drawn),-7,0,0,10,-2,0,-0.1,9

(more compounds)
SMILES,RAD52 inh,miR-122 sensor,ERAP1 HTS inh,Cneo AK release,PGC1a acetyl inh,PglD DTNB,E-sel inducer,RAD54 inh
COC(=O)c1c(C(=O)OC)c(-c2ccccc2)n2c1CS(=O)(=O)C2,/,4,/,0,-4,-2,/,-13
COc1cccc(NS(=O)(=O)c2ccc(OC)c(OC)c2)c1,/,85,/,-1,-14,3,/,0
Cc1c(NC(=O)c2cnn3c(C(F)(F)F)cc(-c4ccco4)nc23)c(=O)n(-c2ccccc2)n1C,/,2,/,-3,6,-3,/,-2
COc1cccc(OC)c1C(=O)Nc1cccc(-c2ccc3nncn3n2)c1,-11,5,/,-1,3,-1,0.1,6
Cn1cnc(S(=O)(=O)N2C[C@H](O)COC[C@H]3O[C@H](CC(=O)NC4CCCC4)CC[C@@H]32)c1,6,-1[16.7 µM],0,-5,-1,4,0.0,8
CC(C)C(OC(=O)CN1C(=O)COc2ccccc21)C(=O)NC1CCCCC1 (stereo not drawn),-12,1,3,2,-8,-1,/,-1
CCCOC(=O)C(=O)NNc1ccccc1,-12,-7,2,/,1,/,/,/
CN1C2C=C3C(C#N)=C(N)C(C#N)(C#N)[C@H](c4c(F)cccc4F)[C@H]3C1CC2 (stereo partly drawn),/,-2,/,0,0,6,/,-11
CC1=C/C(=C\c2ccc3c(c2)OCO3)C(=O)S1,/,-5,/,1,10,1,/,-10
COc1ccc2[nH]c(=O)c(-c3nnn(-c4ccc(F)cc4)n3)cc2c1,-25,/,3,-2,/,1,0.2,-4
O=C1CSC(c2ccccc2F)N1c1cc(Cl)ccc1O (stereo not drawn),/,49,/,-1,-3,1,-0.7,-19
Cc1cc(C(=O)N2CCC2(C)C(=O)O)nn1C(C)(C)C (stereo not drawn),-30,1,0,5,-13,1,-1.0,-9
c1ccc(NC2=NCCN2CCCC2CCCCC2)cc1,-4,-4,-2,2,-7,2,0.2,2
C[C@@H]1CN([C@@H](C)CO)C(=O)Cc2cc(NC(=O)Nc3ccc4c(c3)OCO4)ccc2O[C@@H]1CN(C)Cc1ccncc1,-10,-15[16.7 µM],5,-1,0,-9,/,-8
CC(C)C[C@@H](CN)NC(=O)c1nc[nH]c1C(=O)N[C@@H](Cc1c[nH]c2ccccc12)C(=O)CNC[C@H](C)NC(=O)c1nc[nH]c1C(=O)N[C@@H](CC(=O)O)C(=O)O,9,6,1,-3,/,0,-0.2,-11
